Screens (PubChem)
TGFb inhibitor = qHTS for Inhibitors of TGF-b. 1.2% of 410,000 active. Potency, µM (highest dose often 46.1 µM), without a hit: at the top dose activity, negative = inhibition, most hits filed as inhibitors. HepG2 CAGA-GFP TGF-b/SMAD3 reporter, GFP fluorescence, 18 h; TGF-beta stimulated, 500 pg/mL final; also: potency is read from the fitted curve at half-maximal effect; % is scaled to controls: 0 for no effect and ±100 for the full control effect; nearly all actives have a fitted effect of over 65% in size
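Inhibition of TGF-beta-driven CAGA-GFP reporter expression in HEPG2 cells is measured by cellular GFP fluorescence after 18 h stimulation with 500 pg/mL recombinant TGF-beta in 1% FBS medium at 37 degrees C.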
HepG2 viability = qHTS for Inhibitors of TGF-b: Cytotox Counterscreen; HepG2 CAGA-GFP viability, ATP luminescence, 18 h; 0.76% of 410,000 active; Potency, µM (titrated, usually from 46.1 µM), for the others: at the top dose activity change, negative = cytotoxicity, actives largely listed as cytotoxic; also: potency is read from the fitted curve at half-maximal effect; some results filed as inactive show a strong effect at the top dose
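CellTiter-Glo luminescence gave cytotoxicity after 18 hours at 37 degrees C. The cells were HepG2 CAGA-GFP in 1% FBS DMEM, stimulated with 500 pg/mL TGF-beta after compound addition. %Activity was normalised to no-cell wells (complete cell-killing) and DMSO (no toxicity), and curves were fitted and classified.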
Nrf2 block = Nrf2 qHTS screen for inhibitors; A549 ARE-Fluc reporter, luciferase luminescence, 18-24 h; Potency, µM (series often up to 46 µM), inactives show at the highest dose activity change, negative = inhibition, usual class: inhibitors; 2.1% of 360,000 active; also: potency is read from the fitted curve at half-maximal effect; % is scaled to controls: 0 for no effect and ±100 for the full control effect; nearly all actives have a fitted effect of over 60% in size
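A549 ARE_Fluc cells, 5000/well, 5% FBS OPTI-MEM; compounds in dose-response, 18-24 h at 37 °C/5% CO2; CellTiter-Fluor viability read (Ex 405/Em 525), then BugLite luciferase luminescence = Nrf2 activity.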
Nrf2 ARE act = qHTS of Nrf2 Activators. Potency, µM (doses to about 46.1 µM), without a hit: at the top dose activation, most hits filed as activators. AREc32 ARE-luciferase reporter (MCF7-derived line), luminescence, 24 h. 0.31% of 410,000 active; also: potency is read from the fitted curve at half-maximal effect; % of control where 0% means no effect; nearly all actives have a fitted effect of over 65% in size
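For detection, Steady-Glo was added and plates sat 30 min at RT; before that, AREc32_Fluc cells grown overnight in OPTI-MEM/5% FBS had been treated with 23 nL compound for 24 hr at 37 deg C.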
ATXN viability = Viability Counterscreen for Primary qHTS for Inhibitors of ATXN expression. S2 cells (HEK-293 line with an ATXN2-luciferase reporter) viability, CellTiter-Fluor protease fluorescence, 24 h. Potency, µM (highest dose often 56.7 µM), actives largely listed as cytotoxic. 0.49% of 400,000 active. AID 651635, 2014; also: potency is read from the fitted curve at half-maximal effect; nearly all actives have a fitted effect of over 40% in size
MmCpn inh = Inhibitors of TCP-1 ring complex (TRiC) of Methanococcus maripaludis (MmCpn): qHTS | 0.031% of 330,000 active | purified Mm-Cpn ATPase, ADP Transcreener TR-FRET | Chaperonin Mm-Cpn (Methanococcus maripaludis) | Potency, µM (titrated, usually from 76.9 µM), for the others: top-dose activity, negative = inhibition, actives largely listed as inhibitors; also: potency is read from the fitted curve at half-maximal effect; % is scaled to controls: 0 for no effect and ±100 for the full control effect; nearly all actives have a fitted effect of over 80% in size
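Measured: ADP formation by purified Mm-CPN. Conditions: 25 nM protein, 10 uM ATP, Tris pH 7.4 with Mg2+, K+ and DTT, 37°C for 30 min. Detection: Transcreener HTRF after 30 min at room temperature.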
CCT chaperon mod = High-Throughput Screening for Modulators of Cytosolic Chaperonin Activity; purified chaperonin ATPase assay, HTRF ADP detection, 30 min; activity change, % (test concentration not listed), hits read low; 0.3% of 360,000 active; AID 651819, 2012; in the data active = activity change below about -30%; also: % is scaled to controls: 0 for no effect and ±100 for the full control effect
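We incubate TRiC, 40 or 20 nM final, with library compounds at 76 uM and 10 uM ATP for 30 min at 37 °C. ADP formed is detected with Transcreener HTRF reagents after 30 min at room temperature.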
Akt phos inh = HTS Assay for Inhibitors of Akt Phophorylation: Primary Screen; Neuro2A IGF-stimulated pAkt S473 HTRF, 20 min; active compounds read low; activity change, % for hits at 50 µM; 0.32% of 360,000 active; in the data active = activity change below about -80%; inconclusive = mostly about -51% to -80%; also: % is scaled to controls: 0 for no effect and ±100 for the full control effect
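Neuro2A cells in DMEM with 0.5% FBS, overnight at 37 deg C, given compound at single 50 µM final, then IGF (6 nM final) for 20 min at 37 deg C. Lysed; phospho-Akt Ser473 by HTRF after 24 h, 665/615 ratio.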
A549 viability = Nrf2 qHTS screen for inhibitors: counterscreen for cytotoxicity; AID 504648, 2011; A549 ARE-Fluc cells, CellTiter-Fluor viability, 18-24 h; 0.16% of 390,000 active; Potency, µM (top dose mostly 46 µM), inactives show at the top dose activity change, negative = cytotoxicity, actives largely listed as inhibitors; also: potency is read from the fitted curve at half-maximal effect; % is scaled to controls: 0 for no effect and ±100 for the full control effect
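A549 ARE_Fluc cells in 5% FBS OPTI-MEM were exposed to compounds in concentration-response for 18-24 h at 37 deg C. Viability was read by CellTiter-Fluor fluorescence (Ex 405/Em 525) after 30 min, before the luciferase read.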
The depositor's hits bear a star; i = inactive; ? = inconclusive; · = not tested or not shown; & = joins results of further samples. Unless noted, calls follow the shape of the dose curve; as a rule, active = well fitted curve in the direction sought with a large enough effect; inconclusive = small, poorly fitted or top-dose-only effect, or another doubt; inactive = no such curve, though single readings can be large; an effect the other way counts as inactive or inconclusive.

The line under a structure holds: ATXN viability	Nrf2 ARE act	Akt phos inh	Nrf2 block	TGFb inhibitor	MmCpn inh	A549 viability	CCT chaperon mod	HepG2 viability
- O=C(CCCc1ccccc1)NC1CCSC1=O (stereo unspecified)
→ i	-0.5%	i	?	-2%	2%	2%	-0.9	-5%
- CCOc1cc(C2/C(=C(\O)c3cc(C)ccc3C)C(=O)C(=O)N2CCN(C)C)ccc1O (stereo unspecified)
→ i	2.7%	i	-11%	-1%	0%	-9%	-2.8	-6%
- O=[N+]([O-])c1cc(S(=O)(=O)N2CCCC2)ccc1NCCCN1CCOCC1
→ i	0.0%	i	8%	-4%	3%	-12%	2.1	-6%
- Cc1ccc(C(=O)Nc2nnc(S(=O)(=O)N3c4ccccc4CC3C)s2)cc1 (stereo unspecified)
→ i	-0.2%	·	8%	-29%	·	4%	·	-24%
- Cc1ccc2nc(CSc3nnc4ccccn34)cc(=O)n2c1
→ i	0.8%	i	5%	-10%	0%	3%	-0.2	0%
- Oc1ccc(C[C@H]2CN([C@@H](Cc3ccccc3)CN3CCC[C@@H]3CN3C(=S)NC[C@@H]3Cc3ccccc3)C(=S)N2CC2CCCCC2)cc1
→ ?	-0.6%	i	·	13µM*	·	·	0.5	-33%
- Cc1cccc(C(=O)Nc2nnc(Cc3c[nH]c4ccccc34)s2)c1
→ i	18%	i	-27%	-1%	-1%	5%	-0.2	-20%
- Cc1ccccc1CN1CCC(CNC(=O)C2CCCN(c3ncnc4c3nc3n4CCCCC3)C2)CC1 (stereo unspecified)
→ i	-0.5%	i	14%	-1%	-3%	0%	3.4	-3%
- CCN(CCCNC(=O)CN(C)S(=O)(=O)c1cccc2nsnc12)c1ccccc1
→ i	1.0%	i	-8%	-12%	-1%	3%	-0.2	2%
- CC1CCN(C(=O)c2c(NC(=O)c3ccccc3F)sc3c2CCC(C(C)(C)C)C3)CC1 (stereo unspecified)
→ i	4.7%	·	15%	-8%	·	0%	·	-4%
- CCCCOC(=O)C1=C(C)N(C)C(=O)NC1c1cc2c(cc1Br)OCO2 (stereo unspecified)
→ i	-2.2%	i	·	-14%	·	·	-1.0	-21%
- Cc1ccc2oc(C(=O)N3CCN(C)C[C@@H]3C(C)C)c(C)c2c1
→ i	-0.3%	i	9%	-4%	-2%	-13%	-2.2	-2%
- COc1cc(/C=C(/C#N)c2ccc(F)cc2)ccc1Oc1ccc([N+](=O)[O-])cn1
→ i	-0.6%	i	?	-15%	-1%	-7%	-2.4	0%
- COC(=O)c1cc(O)cc(OC)c1Oc1cc(C)cc(O)c1C(=O)O
→ i	-1.1%	i	?	-26%	-5%	-13%	-3.2	-27%
- Cc1ccc(C(=O)N2CCCC2)cc1Br
→ i	-0.2%	i	4%	-1%	0%	-2%	-0.1	-8%
- COc1ccc2cc(C(=O)NCc3ccc4c(c3)CCN4C(=O)c3ccc(C)cc3)[nH]c2c1
→ ·	6.5%	·	·	-8%	·	?	·	-1%
- COc1ccc(CCCNC(=O)C2CCC(=O)N(CCc3cccc(F)c3)C2)cc1 (stereo unspecified)
→ i	2.6%	i	4%	-3%	-1%	4%	0.0	-3%
- CCOC(=O)C1CCN(C(=O)c2c(C)oc3c2C(=O)c2ccccc2C3=O)CC1
→ ?	-4.2%	i	?	4.5µM*	1%	?	-5.4	2.8µM*
- COc1cccc(NC(=O)C2CC(=O)OC23CCOC(C)(C)C3)c1 (stereo unspecified)
→ i	0.2%	i	-9%	27%	-3%	-12%	0.9	0%
- CC1CCN(CCC(=O)NN)CC1
→ i	-0.7%	i	-5%	0%	5%	-2%	0.7	-1%
- N#CCC(=O)Nc1ccc(C(=O)N2CCN(S(=O)(=O)c3ccc4ccccc4c3)CC2)cc1
→ i	-0.4%	i	-10%	0%	-4%	0%	0.2	-3%
- O=C(NCCC(=O)N1CCN(c2ccccn2)CC1)c1ccc(Cl)cc1
→ i	0.0%	i	16%	-20%	-4%	3%	-3.1	-29%
- COc1cccc(-c2nc(N3CCCCC3)c3ccccc3n2)c1O
→ i	3.6%	i	-9%	11µM*	·	-7%	0.1	12%
- CCOC(=O)C1CCCN(S(=O)(=O)c2cccs2)C1 (stereo unspecified)
→ i	-0.3%	i	6%	-1%	0%	10%	-0.3	2%
- CNC(=O)N(O)C1N(NC(=O)Nc2ccccc2)C(=S)SC1(C)C (stereo unspecified)
→ i	0.4%	i	5%	-5%	·	-5%	0.1	9%
- Cc1cccc(N(C(=O)CNC(=O)c2cccs2)C(C(=O)NC2CCCC2)c2cccnc2)c1 (stereo unspecified)
→ i	-0.4%	i	-10%	-21%	0%	8%	0.2	-7%
- Cc1ccc(NC(=O)CN2C(=O)S/C(=C/c3ccc(O)c([N+](=O)[O-])c3)C2=O)cc1C
→ ?	0.0%	i	-20%	?	0%	-25%	0.0	-19%
- CC(=O)Nc1cc(-c2ccc(C(=O)N3CCOCC3)cc2)cn2c(-c3cccc(C(F)(F)F)c3)cnc12
→ ?	0.5%	i	·	12%	·	·	0.9	-6%
- CN=C1S/C(=C\c2ccc(SC)cc2)C(=O)N1C
→ i	1.0%	i	?	5%	-2%	0%	0.0	-7%
- Cc1cc2oc(C(=O)Nc3ccc(S(=O)(=O)Nc4onc(C)c4C)cc3)cc(=O)c2cc1C
→ i	-1.1%	·	-5%	?	·	0%	·	-3%

Four entries from above in another layout:
SMILES	ATXN viability	Nrf2 ARE act	Akt phos inh	Nrf2 block	TGFb inhibitor	MmCpn inh	A549 viability	CCT chaperon mod	HepG2 viability
CCOC(=O)C1CCCN(S(=O)(=O)c2cccs2)C1 (stereo unspecified)	i	-0.3%	i	6%	-1%	0%	10%	-0.3	2%
CNC(=O)N(O)C1N(NC(=O)Nc2ccccc2)C(=S)SC1(C)C (stereo unspecified)	i	0.4%	i	5%	-5%	·	-5%	0.1	9%
Cc1cccc(N(C(=O)CNC(=O)c2cccs2)C(C(=O)NC2CCCC2)c2cccnc2)c1 (stereo unspecified)	i	-0.4%	i	-10%	-21%	0%	8%	0.2	-7%
Cc1ccc(NC(=O)CN2C(=O)S/C(=C/c3ccc(O)c([N+](=O)[O-])c3)C2=O)cc1C	?	0.0%	i	-20%	?	0%	-25%	0.0	-19%

Following part
The line under a structure holds: ATXN viability	Nrf2 ARE act	Akt phos inh	Nrf2 block	TGFb inhibitor	MmCpn inh	A549 viability	CCT chaperon mod	HepG2 viability
- COc1ccc(OC)c2[nH]c(=O)c(CCNC(=O)c3cc4ccccc4o3)cc12
→ ?	-0.7%	i	-12%	3%	-4%	0%	0.2	0%
- S=c1[nH]nc(-c2ccncc2)n1/N=C/C(Cl)=C\c1ccccc1
→ i	?	i	2%	?	0%	-9%	1.9	-34%
- O=C(NCc1ccco1)c1ccc(=O)oc1
→ i	6.1%	i	?	?	-1%	-1%	0.7	0%
- Cc1ccc(NC(=O)CN2CCc3cc4c(cc3C2)OCCCO4)cc1
→ i	-0.3%	i	-5%	-10%	-4%	5%	-4.2	4%
- O=C(CCN1C(=O)c2ccccc2C1=O)Nc1ccc(-c2cn3ccsc3n2)cc1
→ i	6.4%	i	-24%	-14%	1%	-4%	-2.8	-11%
- Cn1cncc1C#Cc1ccc2cc(C3(O)CCCCC3)oc(=O)c2c1
→ i	0.8%	i	6%	-11%	-3%	1%	-20	-21%
- NS(=O)(=O)c1ccc(CCNC(=O)c2ccc(OCC3CCCO3)cc2)cc1 (stereo unspecified)
→ i	1.6%	i	-5%	-16%	0%	11%	1.5	-6%
- COc1ccc(CNc2ccc(N3CCN(C(C)=O)CC3)cc2)cc1OC
→ ?	5.1%	·	-11%	-4%	·	-2%	·	-3%
- CCCCN(C(=O)c1ccc(S(=O)(=O)N(C)C)cc1)c1ccccc1
→ i	1.9%	i	-24%	22%	3%	0%	0.2	-14%
- COc1ccc(CC(=O)NCc2nnc(SCC(=O)Nc3cccc(F)c3)n2C)cc1
→ i	-0.6%	i	-15%	-15%	-2%	-9%	-0.4	-1%
- Cc1ccc(CN2CCN(CC(=O)O)C2=O)cc1
→ i	-0.1%	i	12%	5%	3%	3%	-4.7	6%
- O=C(NC1CCN(Cc2ccccc2)CC1)c1[nH]c(C(F)(F)F)nc1-c1ccccc1
→ i	0.3%&0.2%	i	·	-15%&-3%	·	·	-1.8&-1.0	-5%&-19%
- O=C1CC2(CCCCC2)Oc2ccc(F)cc21
→ i	-0.4%	i	4%	8%	·	-15%	-3.9	-2%
- C=CCN(CC(=O)NC1CCCC1)C(=O)C(=O)Nc1ccc2c(c1)OCCO2
→ i	-1.0%	i	-4%	-10%	-7%	-3%	-0.5	-40%
- CC(=O)c1ccccc1NC(=O)COC(=O)C1COc2ccccc2O1 (stereo unspecified)
→ i	0.7%	i	·	5%	·	·	-0.1	-3%
- COc1ccc(CNC(=O)c2cccc(S(=O)(=O)N3CCN(c4ccc(F)cc4)CC3)c2)cc1
→ i	-0.3%	i	?	-7%	-3%	-8%	-0.2	-13%
